# pPAFAH inh: pPAFAH enzyme inhibitors, primary screen, biochemical, fluorescence polarization, human. inhibition, % at 3.39 µM. recombinant pPAFAH, FP-rhodamine probe fluorescence polarization. Platelet-activating factor acetylhydrolase (Homo sapiens), Q13093. AID 463082, 2010. 330,000 compounds, 1.5% hits;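 active = inhibition above the mean inhibition across the screen plus 3 SD, cut at about 25% in these data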;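 also: inhibitors block binding of the rhodamine activity-based probe so polarization drops; 0% = enzyme with DMSO and 100% = wells lacking pPAFAH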
# Target sequence (Q13093 whole entry, looked up): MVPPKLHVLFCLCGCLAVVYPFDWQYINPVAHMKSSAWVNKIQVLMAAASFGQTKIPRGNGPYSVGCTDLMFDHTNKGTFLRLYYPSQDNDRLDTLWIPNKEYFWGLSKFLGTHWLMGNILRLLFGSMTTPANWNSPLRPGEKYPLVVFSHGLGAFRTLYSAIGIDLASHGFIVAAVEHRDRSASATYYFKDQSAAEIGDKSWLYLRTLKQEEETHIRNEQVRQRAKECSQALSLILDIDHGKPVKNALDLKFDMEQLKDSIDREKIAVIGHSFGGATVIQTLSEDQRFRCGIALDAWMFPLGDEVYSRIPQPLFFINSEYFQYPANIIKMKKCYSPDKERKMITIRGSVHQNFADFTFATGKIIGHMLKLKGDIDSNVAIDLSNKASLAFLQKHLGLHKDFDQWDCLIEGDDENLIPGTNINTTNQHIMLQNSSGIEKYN
# PAFAH1B3 FP inh: PAFAH1B3 enzyme inhibitors, primary screen, biochemical, fluorescence polarization, human; 340,000 compounds, 0.28% hits; recombinant PAFAH1B3, FP-rhodamine probe; AID 492972, 2010; Platelet-activating factor acetylhydrolase IB subunit alpha1 (Homo sapiens), Q15102; inhibition, % at 3.39 µM;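 active = inhibition above the screen-wide average of all tested compounds plus 3 SD, cut at about 25% in these data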;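 also: 0% = enzyme with DMSO only and 100% = wells lacking PAFAH1B3 protein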
# PME-1 inh: PME-1 inhibitors via competitive probe labeling, primary screen, biochemical, fluorescence polarization, FP-Rh probe, HTS; 320,000 compounds, 0.53% hits; recombinant PME-1; Protein phosphatase methylesterase 1 (Homo sapiens), Q9Y570; AID 2130, 2009; inhibition, % at 5.9 µM;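 active = inhibition above the campaign mean of all compounds plus 3 SD, cut at about 26% in these data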;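 also: competitive labeling of PME-1 active site by serine hydrolase directed probe; 0% = PME-1 with DMSO and 100% = wells lacking PME-1 enzyme; inhibitors block probe labeling so polarization falls and inhibition rises; many of its hits are not listed in these tables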
# Target sequence (Q9Y570 whole entry, looked up): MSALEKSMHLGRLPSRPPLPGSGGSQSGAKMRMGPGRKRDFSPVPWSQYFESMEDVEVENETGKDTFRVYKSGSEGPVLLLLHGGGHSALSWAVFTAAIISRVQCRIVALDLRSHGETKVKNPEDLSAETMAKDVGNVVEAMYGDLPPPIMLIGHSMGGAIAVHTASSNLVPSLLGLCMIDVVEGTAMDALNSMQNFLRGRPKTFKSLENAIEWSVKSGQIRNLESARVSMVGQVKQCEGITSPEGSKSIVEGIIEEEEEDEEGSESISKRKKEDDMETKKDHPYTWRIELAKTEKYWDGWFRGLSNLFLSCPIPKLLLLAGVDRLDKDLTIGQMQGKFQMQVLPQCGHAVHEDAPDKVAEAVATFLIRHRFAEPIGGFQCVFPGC
# PAFAH2 inh: PAFAH2 enzyme inhibitors, primary screen, biochemical, fluorescence polarization, human. Platelet-activating factor acetylhydrolase 2, cytoplasmic (Homo sapiens), Q99487. recombinant PAFAH2, FP-rhodamine activity probe. inhibition, % at 3.39 µM. 340,000 compounds, 0.99% hits. AID 492956, 2010;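 active = inhibition above the mean over all tested compounds plus 3 SD, cut at about 30% in these data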;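 also: inhibitors block probe labeling of enzyme so polarization drops; 0% = enzyme with DMSO and 100% = wells lacking PAFAH2 protein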
# LYPLA2 inh: LYPLA2 inhibitors, primary screen, counter-screen for PME1 inhibitor project, biochemical, fluorescence polarization, FP-Rh probe ABPP. inhibition, % at 5.9 µM. AID 2177, 2009. 320,000 compounds, 0.38% hits. recombinant LYPLA2. Acyl-protein thioesterase 2 (Homo sapiens), O95372;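 active = inhibition above the screen-wide mean plus 3 SD, limit set per campaign, cut at about 26% in these data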;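 also: 0% = LYPLA2 with DMSO and 100% = wells lacking LYPLA2 enzyme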
# GSTO1 counter: inhibitors of recombinant GSTO1, primary screen, counter-screen for RBBP9 inhibitor project, biochemical, fluorescence polarization. Glutathione S-transferase omega-1 (Homo sapiens), P78417. activity-based probe fluorescence polarization. inhibition, % at 5.96 µM. 300,000 compounds, 1.1% hits. AID 1974, 2009;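 active = inhibition above the campaign mean inhibition plus 3 SD, cut at about 35% in these data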;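 also: 0% = GSTO1-1 with DMSO and 100% = wells lacking GSTO1-1 enzyme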
# Target sequence (P78417 whole entry, looked up): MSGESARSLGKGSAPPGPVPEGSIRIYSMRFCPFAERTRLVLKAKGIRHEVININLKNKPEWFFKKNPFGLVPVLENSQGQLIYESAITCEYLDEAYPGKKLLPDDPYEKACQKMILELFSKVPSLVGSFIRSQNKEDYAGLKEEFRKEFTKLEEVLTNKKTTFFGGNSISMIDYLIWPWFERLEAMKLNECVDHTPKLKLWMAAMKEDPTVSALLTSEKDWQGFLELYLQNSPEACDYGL
# LYPLA1 inh: LYPLA1 inhibitors, primary screen, counter-screen for PME1 inhibitor project, biochemical, fluorescence polarization, FP-Rh probe ABPP; 320,000 compounds, 0.16% hits; inhibition, % at 5.9 µM; recombinant LYPLA1;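 active = inhibition above the mean of all tested compounds plus 3 SD, set per campaign, cut at about 14% in these data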;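 also: inhibitors block serine hydrolase probe labeling of LYPLA1 so polarization falls; 0% = enzyme with DMSO and 100% = wells lacking LYPLA1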
# PAFAH1B2 inh: PAFAH1B2 enzyme inhibitors, primary screen, biochemical, fluorescence polarization, human. Platelet-activating factor acetylhydrolase IB subunit alpha2 (Homo sapiens), P68402. recombinant PAFAH1B2, FP-rhodamine activity probe. inhibition, % at 3.39 µM. 340,000 compounds, 1.2% hits. AID 492953, 2010;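 active = inhibition above the mean of all tested compounds plus 3 SD, cut at about 24% in these data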;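 also: 0% = enzyme with DMSO and 100% = wells lacking PAFAH1B2; many of its hits are not listed in these tables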
# PAD4 FP inh: human PAD4 inhibitors, primary screen, biochemical, fluorescence polarization, 1536-well format. Protein-arginine deiminase type-4 (Homo sapiens), Q9UM07. inhibition, % at 6.36 µM. 330,000 compounds, 0.41% hits. recombinant PAD4, RCA probe fluorescence polarization;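 active = percent inhibition above a cutoff equal to the mean of all tested compounds plus 3 SD, cut at about 15% in these data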;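 also: 0% = PAD4 with RCA probe and DMSO and 100% = probe without PAD4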
# Active calls of the source: *; . = not tested or not shown.
SMILES,pPAFAH inh,PAFAH1B3 FP inh,PME-1 inh,PAFAH2 inh,LYPLA2 inh,GSTO1 counter,LYPLA1 inh,PAFAH1B2 inh,PAD4 FP inh
CCCCCCCCOc1ccc(C2CC(=O)NC2=O)cc1 (stereo not given),15,7,-3,0,24,6,5,5,-4
COc1ccc(NC(=O)CN(C)C(=O)c2cccc(Oc3ccccc3)c2)cc1,0,6,5,1,7,.,4,4,-3
CC(C)(C)c1ccc(C(=O)NCCN2CCOCC2)cc1,12,8,3,4,4,-7,1,7,2
O=C(Cn1ncn2nc(-c3ccccc3)cc2c1=O)NCc1ccccn1,3,5,1,5,3,5,1,4,-4
CCOC(=O)C1(Cc2cccc(Cl)c2)CCCN(C(=O)CN2C(=O)CSC2=O)C1 (stereo not given),3,1,3,0,4,0,1,4,1
Cc1n[nH]c(=S)n1-c1ccccc1,2,4,1,4,3,2,0,9,0
COc1ccc(/C=C2\SC(=S)N(CC(=O)Nc3nnc(C)s3)C2=O)cc1,2,1,-5,0,2,2,-1,4,-1
COc1ccccc1Nc1nc(N)nc(-c2cc3ccccc3o2)n1,-3,-5,1,-19,-20,-25,-12,-6,-7
CCCCOC(=O)c1ccc(NC(=O)c2nn(C)cc2Br)cc1,-3,2,-17,14,-12,-124,-10,3,0
NCCCCCc1cn([C@@H](CCC(=O)O)C(=O)NCCCCCCCCCCC(=O)N2CCNCC2)nn1,5,-9,0,-2,-14,-5,-1,1,0
CC1CCN(Cc2nc(Cl)c3c4c(sc3n2)CCC4)CC1,-4,-9,7,-2,1,-1,1,5,0
Cc1cc(C(=O)OCC(=O)NC2CCCCC2)c(C)o1,7,-5,5,84*,-6,-3,2,0,0
COCCOC1CCN(C(=O)C2CCC(=O)N(Cc3cccc(F)c3)C2)CC1 (stereo not given),-5,2,1,4,-7,-2,0,-3,-5
CNc1nc2c(Cl)cc(Cl)cc2s1,5,-4,-1,-12,0,1,1,-2,-2
CCN1C(c2ccc(F)cc2)=CS/C1=C(\C#N)c1nnc2n1-c1ccccc1SC2,5,25,18,7,2,4,-4,1,2
NC(=O)C1(N2CCCCC2)CCN(C2CC(=O)NC2=O)CC1 (stereo not given),7,2,3,2,-2,-5,4,4,-1
COC(CNC(=O)c1cc(Sc2nnc(C)s2)nc2ccccc12)OC,5,5,1,5,2,0,-3,3,5
CC1(c2ccc(OC(F)F)cc2)NC(=O)N(CC(=O)Nc2cccnc2Cl)C1=O (stereo not given),2,7,-4,-1,2,8,4,0,-1
Cc1ccc2nc(-c3ccc(NC(=S)NCCC(C)C)cc3)sc2c1,7,-3,0,6,3,-3,2,3,0
CC(=O)OCc1c(-c2ccccc2)c2cc([N+](=O)[O-])ccc2n1C,21,3,8,-3,-9,2,0,1,1
CCN(CC)CCCNC(=O)CN1C(=O)CSc2ccc(S(=O)(=O)N3CCOCC3)cc21,-6,7,3,-3,-6,3,0,-1,-6
Cc1ccc(C2CC(=O)Nc3cc4c(cc32)OCCO4)s1 (stereo not given),0,4,2,10,-1,-3,2,3,-4
CCCc1cc(=O)n2[nH]c(NCc3ccc(OC)cc3)nc2n1,1,-1,4,-2,-1,-6,-3,3,-1
O=C(Nc1nccs1)c1ccc2c(c1)C(=O)N(Cc1cccnc1)C2=O,0,5,-3,1,4,-4,0,2,0
CN(CC(=O)Nc1ccccc1Cl)C(=O)COC(=O)CN1C(=O)NC2(CCCC2)C1=O,-2,15,-1,-5,-1,-8,1,4,2
Cc1nc2cccc(C)n2c(=O)c1Cl,0,-2,-1,-1,3,14,-3,1,2
Cc1ccc(CNc2ccc3c(c2)OCO3)cc1,19,1,-1,3,4,24,4,4,-20
O=C(Nc1ccc(N2CCOCC2)cc1Cl)C1CCN(C(=O)OCc2ccccc2)CC1,4,6,7,2,4,0,0,0,-1
COc1ccc(C2CC(C(F)(F)F)n3nc(C(=O)O)cc3N2)cc1OC (stereo not given),6,9,-5,0,6,-6,1,-2,0
CCc1cccc(C)c1NC(=O)CCN1C(=O)NC(C)(C)C1=O,0,5,-3,-4,2,.,-2,-1,-6
COc1ccc(OC)c(/C=N/NC(=O)CSc2cc(C)nc3c(OC)cccc23)c1,5,.,-1,.,3,-5,1,.,10
CCOC(=O)c1c(NC(=O)COc2ncnc3ccccc23)sc(C)c1CC,3,6,-8,-10,-3,1,-4,-1,4
Cc1ccc(C(=O)O/N=C(\N)c2cccc([N+](=O)[O-])c2)cc1,13,-1,5,25,6,-4,1,0,-1
CC(=O)c1cc(C#N)c(SCc2ccccc2)nc1C,3,-2,-8,5,11,-3,0,-1,0
CCS(=O)(=O)N1CCN(c2ccc([N+](=O)[O-])c(N3CCOCC3)c2)CC1,-2,3,8,13,-2,2,-1,1,1
COc1ccc(NC(=O)N[C@@H](CCSC)C(=O)O)cc1Cl,3,5,-4,6,-4,3,2,0,2
N#Cc1ccsc1NC(=O)CN1C(=O)NC2(CCCC2)C1=O,27*,9,8,17,2,21,-1,3,-8
CCN(C(=O)CN1C(=O)NC2(CCCc3ccccc32)C1=O)c1ccc(F)cc1 (stereo not given),7,2,10,2,0,.,0,17,2
COc1cccc(/C=C2\Oc3ccc(O)cc3C2=O)c1O,7,5,6,0,-1,-12,0,7,16*
CCOC(=O)C1C2C=CC3(CN(c4cccc(Cl)c4)C(=O)C13)O2 (stereo not given),4,6,-3,2,-5,-3,2,5,-3
Cc1c(C(=O)NNC(=O)Nc2ccc([N+](=O)[O-])cc2)oc2ccccc12,13,-6,-17,-16,-18,-3,-11,-14,-8
OCCC1CN(Cc2cnc(-c3ccccc3)s2)CCN1CCc1ccccc1 (stereo not given),2,9,3,4,8,5,12,2,-2
Cc1ccc(C2(COC(=O)C(C)C)CO2)c(OC(=O)C(C)C)c1 (stereo not given),2,7,0,2,4,-1,29*,-3,-2
CCOC(=O)CNC(=O)C1COc2ccccc2O1 (stereo not given),4,-3,3,-14,3,-3,1,2,-1
O=S(Cc1ccccc1)CC(O)(c1ccccc1)c1ccccc1 (stereo not given),3,3,-4,1,-3,8,-3,8,3
COc1cccc(/C=N/NC(=O)c2ccc(OCc3cccc(Br)c3)cc2)c1,-17,-44,-46,-52,-53,-3,-18,-28,-3
CN(C)c1ccc(C(=O)OCC(=O)Nc2ccc(N3CCOCC3)cc2)cc1,4,10,1,49*,6,13,2,2,-3
O=C(NCCSCc1c(F)cccc1Cl)c1ccco1,7,6,-2,11,10,8,0,8,3
CSCCC1NC(=O)N(CC(=O)N2CCc3ccccc3C2)C1=O (stereo not given),1,3,7,-8,6,.,1,0,0
CCOC(=O)CSc1nc2c(sc(=S)n2-c2ccccc2)c(=O)n1-c1ccc(OC)cc1OC,7,3,22,8,3,-5,-2,3,3
O=C(NCc1ccccn1)c1ccc(Cl)s1,-1,2,0,10,-4,1,-2,7,-4
CN(C)CCCn1c(SCC(=O)N2c3ccccc3Sc3ccccc32)nc2ccccc2c1=O,1,0,5,-6,4,-1,2,2,11
Cc1ccc(OCCCCc2c(C)n[nH]c2C)cc1,2,9,-5,-8,2,6,0,2,-3
COc1ccc(C)cc1NC(=O)CC(O)(C(F)(F)F)C(F)(F)F,-1,4,10,-7,8,6,2,5,-2
Cc1cccc(N(Cc2ccccc2)C(=O)CSC(C)C(=O)Nc2cc(C)on2)c1 (stereo not given),-2,3,0,-2,-6,-2,1,-5,-3
COc1ccc(CCNC(=O)C2c3ccccc3C(=O)N2CCC(C)C)cc1OC (stereo not given),-1,12,-2,3,-2,-2,-4,11,4
COc1ccc(/C=C/C(O)=C(\C#N)c2nnc(N3CCOCC3)n2-c2ccccc2)cc1OC,-3,11,-2,1,7,-18,-1,0,-3
COc1ccccc1CNS(=O)(=O)c1ccc(S(=O)(=O)NC2CC2)cc1,3,7,4,-5,4,5,-3,0,-2
O=C1NCC(=O)N2CCC[C@@H]12,1,14,-5,7,1,-2,-2,-2,1
N#Cc1ccc(C23CC4(C2)[C@H](CN(CC2CCCCC2)[C@@H]4c2ccccc2)C3c2ccccc2)cc1 (stereo not given in full),4,2,-1,-19,1,7,-2,1,0

# Other compounds
SMILES,pPAFAH inh,PAFAH1B3 FP inh,PME-1 inh,PAFAH2 inh,LYPLA2 inh,GSTO1 counter,LYPLA1 inh,PAFAH1B2 inh,PAD4 FP inh
CC(OC(=O)C1CC1)C(=O)Nc1cc(Cl)cc(Cl)c1 (stereo not given),2,13,.,3,.,.,.,-1,-5
Cc1cc(N)ccc1-n1c(C)ccc1C,33*,24,90*,9,85*,82*,56*,6,90*
O=C(NCC(=O)N(c1cccnc1)C(C(=O)NC1CCCC1)c1ccccc1)c1ccco1 (stereo not given),3,3,-4,-2,-5,4,-3,4,1
Cn1nccc1/C=C(/C#N)S(=O)(=O)c1ccccc1,5,-1,-1,-3,2,1,3,5,2
Cc1cccc(NC(=O)C2CCN(S(=O)(=O)c3cccc4nsnc34)CC2)c1,-2,6,7,-6,-9,10,-3,3,-2
CCOc1cccc(-c2csc(C3COc4ccccc4O3)n2)c1 (stereo not given),3,-2,0,4,0,-3,-3,6,-1
Cc1ccc(-c2csc(NC(=O)c3cccc([N+](=O)[O-])c3)n2)cc1,4,6,1,3,2,-2,2,2,-2
COc1ccc(CNC(=O)CCCN2C(=O)c3ccccc3C2=O)cc1,4,-4,0,10,1,3,-2,-4,5
Cc1cccc(C(=O)c2cccc(C)c2)c1,3,-1,4,1,-4,2,0,-1,1
COc1ccc(C2C(C(=O)c3cccs3)=C(O)C(=O)N2c2nncs2)cc1 (stereo not given),1,1,5,2,4,-11,-5,6,2
COC(=O)c1sccc1NC(=O)CC1C(=O)NCCN1C(=O)Nc1ccc(OCc2ccccc2)cc1 (stereo not given),5,4,-5,1,-4,-5,1,61*,-1
CCc1cc(CNC(=O)c2ccc(OC3CCN(CCc4ccccc4)CC3)cc2)on1,0,10,2,1,0,0,1,6,-2
CC1(C)CC(=O)C(CO)=C(c2cccc3ccccc23)C1=O,-5,21,-6,0,4,.,-2,3,5
COc1ccc2c(c1)C(=O)N(c1ccccc1C)C(=O)C2(C)C,1,-2,9,8,4,1,3,8,-1
CN(C)c1nc(-c2ccc([N+](=O)[O-])cc2)cs1,3,2,-1,3,0,15,2,-1,-2
Cn1cccc1CC(=O)N/N=C/C=C/c1ccco1,27*,6,-2,16,1,7,-4,-4,0
COc1ccc(C(=O)N2CCN(C(=O)c3cc(OC)c(OC)c(OC)c3)CC2)cc1,0,1,1,-4,2,-9,-1,-5,-7

# Screening data (PubChem BioAssay)

# This is a subset. The share of hits here may be higher or lower than overall.
